Screens as filed in PubChem BioAssay.
HT1080NT lethal: qHTS for induction of synthetic lethality in tumor cells producing 2HG: qHTS for the HT-1080-NT fibrosarcoma cell line; HT-1080-NT fibrosarcoma viability, CellTiter-Glo ATP luminescence, 48 h; Potency, µM (titrated, usually from 46.1 µM), without a hit: top-dose activity, negative = less viability, usual class: cytotoxic; 360,000 tested, 1.6% active; AID 686970, 2013;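 also: NT is the 2HG producing partner of a matched IDH1 knockdown line; potency is read from the fitted curve at half-maximal effect; 0% = DMSO-treated cells and -100% = media-only wells without cells; nearly all actives have a fitted effect of over 55% in size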
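Viability of the 2HG-overproducing fibrosarcoma line after 48 hours of compound exposure at 37 degrees C was determined by luminescence with CellTiter-Glo, and concentration-effect curves were then fitted and categorized.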
IL-1B inflam inh: qHTS for Inhibitors of Inflammasome Signaling: IL-1-beta AlphaLISA Primary Screen. THP-1 LPS/ATP IL-1B secretion, AlphaLISA, 16 h; stronger effect = lower value. activity change, % at 57.5 µM. 360,000 tested, 4.7% active. AID 743279, 2014; in the data active = activity change below about -50%; inconclusive = mostly about -30% to -49%; also: % is scaled to controls: 0 for no effect and ±100 for the full control effect
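Secreted IL-1B measured by AlphaLISA bead assay after 16 h compound exposure of THP-1 cells; compounds (final up to 57.5 uM) added 1 h before LPS (250 ng/mL) and ATP (1.25 mM) stimulation; lower signal means less secretion.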
HT1080 IDH1KD tx: qHTS for induction of synthetic lethality in tumor cells producing 2HG: qHTS for the HT-1080-IDH1KD cell line | HT-1080 IDH1 knockdown viability, ATP luminescence, 48 h | Potency, µM (highest dose often 46.1 µM), without a hit: top-dose activity, negative = toxicity, hits mostly cytotoxic | 360,000 tested, 2% active;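 also: potency is read from the fitted curve at half-maximal effect; 0% = DMSO wells and -100% = cell-free medium wells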
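Knockdown cells (IDH1KD HT-1080) received compounds 2 h after plating at 750 cells/well and were kept 48 h at 37 °C in 5% FBS RPMI. A CellTiter-Glo luminescence read gave % activity for curve fitting.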
SW480 rerep: A quantitative high throughput screen for small molecules that induce DNA re-replication in SW480 colon adenocarcinoma cells. SW480 DNA re-replication, Hoechst DNA content imaging, 48 h. Potency, µM (titrated, usually from 46.1 µM), for the others: top-dose re-replication activation, actives largely listed as activators. 340,000 tested, 1.8% active. AID 624297, 2012; also: potency is read from the fitted curve at half-maximal effect; % of control where 0% means no effect; nearly all actives have a fitted effect of over 55% in size
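250 cells/well; 23 nL cpd via pin tool; 48 hr, 37 C, 5% CO2; Hoechst 40 min; imager read of total nuclear intensity, ex 405/em 500-530 nm.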
KB-3-1 cytotox: qHTS assay for MDR1-selective chemotherapeutics: Primary screen using the parental adenocarcinoma cell KB-3-1; KB-3-1 viability, CellTiter-Glo ATP luminescence, 72 h; Potency, µM (titrated, usually from 46.1 µM), inactives show top-dose activity change, negative = cytotoxic, hits mostly cytotoxic; 400,000 tested, 1.4% active; AID 1347075, 2019; also: potency is read from the fitted curve at half-maximal effect; % is scaled to controls: 0 for no effect and ±100 for the full control effect; nearly all actives have a fitted effect of over 60% in size
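KB-3-1 parental drug-naive adenocarcinoma cells in DMEM/10% FBS, incubated 72 h at 37 C with pin-transferred compounds across a concentration series. Viability by CellTiter-Glo luminescence; concentration-response curves fitted after normalization.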
KB-V1 MDR tox: qHTS assay for MDR1-selective chemotherapeutics: Primary screen using the drug-selected MDR subline cells KB-V1; Potency, µM (series often up to 46.1 µM), inactives show at the highest dose activity change, negative = cytotoxicity, hits mostly cytotoxic; 400,000 tested, 3.4% active; KB-V1 MDR cells viability, CellTiter-Glo, 72 h; AID 1347076, 2019; also: potency is read from the fitted curve at half-maximal effect; % is scaled to controls: 0 for no effect and ±100 for the full control effect; nearly all actives have a fitted effect of over 60% in size
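In this primary screen, KB-V1 cells overexpressing P-gp are incubated with library compounds (lowest to highest concentration) for 72 h at 37 degrees C before a luminescent ATP viability read.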
MCF10A rereplic: A quantitative high throughput screen for small molecules that induce DNA re-replication in MCF 10a normal breast cells. Potency, µM (top dose mostly 46.1 µM), for inactives: at the top dose activity, positive = re-replication, hits mostly activators. 350,000 tested, 2.9% active. MCF 10A DNA re-replication, Hoechst nuclear intensity, 48 h; also: potency is read from the fitted curve at half-maximal effect; % of control where 0% means no effect; nearly all actives have a fitted effect of over 50% in size
WRN inhibitor: qHTS for Inhibitors of WRN Helicase. Bifunctional 3'-5' exonuclease/ATP-dependent helicase WRN (Homo sapiens), Q14191. WRN helicase unwinding, fluorescent forked duplex, kinetic. Potency, µM (top dose mostly 114 µM), without a hit: at the top dose activity change, negative = inhibition, hits mostly inhibitors. 360,000 tested, 0.46% active. AID 651768, 2012; also: potency is read from the fitted curve at half-maximal effect; % is scaled to controls: 0 for no effect and ±100 for the full control effect; nearly all actives have a fitted effect of over 55% in size
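WRN at 20 nM final was preincubated with compound for 15 min at room temperature; reaction started with 100 nM forked duplex oligonucleotide carrying fluorophore and quencher plus 2 mM ATP (final). Unwinding followed kinetically by red fluorescence (ex 525/em 598 nm).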
ATXN2 expr inh: Primary qHTS for Inhibitors of ATXN expression; AID 1745845, 2022; HEK-293 ATXN2-luciferase reporter, luminescence, 24 h; Potency, µM (titrated, usually from 57 µM), without a hit: at the top dose activity change, negative = inhibition, most hits filed as inhibitors; 360,000 tested, 0.72% active; also: potency is read from the fitted curve at half-maximal effect; % is scaled to controls: 0 for no effect and ±100 for the full control effect; nearly all actives have a fitted effect of over 55% in size
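ATXN2-luciferase reporter cells (luciferase flanked by upstream and downstream ATXN2 gene portions) were treated 24 h at 37 °C with compounds at up to 57 uM. SteadyGlo luminescence gave expression; GF-AFC fluorescence gave viability.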
* = called active by the depositor; [ ] = another dose, or the depositor's remark. Unless noted, calls follow the shape of the dose curve; as a rule, active = well fitted curve in the direction sought with a large enough effect; inconclusive = small, poorly fitted or top-dose-only effect, or another doubt; inactive = no such curve, though single readings can be large; an effect the other way counts as inactive or inconclusive.

For C#CCOCCOCCOCCNc1nc(N2CCN(C(=O)[C@H](Cc3ccc(O)cc3)n3cc([C@@H](N)C(C)CC)nn3)CC2)nc(N2CCN(C(=O)[C@H](CCCCN)n3cc([C@@H](N)CO)nn3)CC2)n1 (some centres undefined) the results were HT1080NT lethal 0%, IL-1B inflam inh 19, HT1080 IDH1KD tx -1%, SW480 rerep -12%, KB-3-1 cytotox 2%, KB-V1 MDR tox -16%, MCF10A rereplic 3%, WRN inhibitor 3% and ATXN2 expr inh -1%.
For COCCn1c(-c2ccc(C#N)cc2)nc2c1c(=O)[nH]c(=O)n2Cc1ccccc1 the results were HT1080NT lethal 0%, IL-1B inflam inh -1, HT1080 IDH1KD tx 17%, SW480 rerep -4%, KB-3-1 cytotox 5%, KB-V1 MDR tox -1%, MCF10A rereplic 3%, WRN inhibitor -6% and ATXN2 expr inh -5%.
Screening Cc1ccc(-c2csc(NCCn3c(C(F)(F)F)nc4ccccc43)n2)cc1 returned HT1080NT lethal inconclusive, IL-1B inflam inh 50, HT1080 IDH1KD tx -25%, SW480 rerep inconclusive, KB-3-1 cytotox -17%, KB-V1 MDR tox 12%, MCF10A rereplic 4%, WRN inhibitor 5% and ATXN2 expr inh -17%.
For NC(=O)c1cccnc1Oc1ccc(Cl)cc1Cl the results were HT1080NT lethal 0%, IL-1B inflam inh -14, HT1080 IDH1KD tx -3%, SW480 rerep 6%, KB-3-1 cytotox inconclusive, KB-V1 MDR tox 14%, MCF10A rereplic 1%, WRN inhibitor 2% and ATXN2 expr inh 22%.
Screening CCN1C(=O)[C@H]2[C@H]3CN=C(SCc4ccc(Cl)cc4)N3[C@@](CC)(C(=O)OC)[C@H]2C1=O returned HT1080NT lethal -7%, IL-1B inflam inh -2, HT1080 IDH1KD tx 0%, SW480 rerep -5%, KB-3-1 cytotox 14%, KB-V1 MDR tox -1%, MCF10A rereplic -7%, WRN inhibitor -3% and ATXN2 expr inh inconclusive.
CC1(C)CC(C)(O)P(=O)(c2ccccc2)O1 (centres undefined) was read as HT1080NT lethal -2%, IL-1B inflam inh 43, HT1080 IDH1KD tx -9%, SW480 rerep -4%, KB-3-1 cytotox 0%, KB-V1 MDR tox 21%, MCF10A rereplic 2%, WRN inhibitor 2% and ATXN2 expr inh 9%.
For COCCn1c(C)cc(C(=O)COc2nc3ccccc3nc2C)c1C the results were HT1080NT lethal -12%, IL-1B inflam inh -18, HT1080 IDH1KD tx -29%, SW480 rerep 3%, KB-3-1 cytotox -14%, KB-V1 MDR tox inconclusive, MCF10A rereplic 23%, WRN inhibitor -3% and ATXN2 expr inh -10%.
For O=C1CC(c2nc3ccccc3[nH]2)CN1c1cccc(C(F)(F)F)c1 (centres undefined) the results were HT1080NT lethal 5%, IL-1B inflam inh inconclusive, HT1080 IDH1KD tx 5%, SW480 rerep -3%, KB-3-1 cytotox 6%, KB-V1 MDR tox 22%, MCF10A rereplic 0%, WRN inhibitor -3% and ATXN2 expr inh -27%.
For FC(F)(F)c1ccc(N2CCN(c3ncnc4c3nnn4Cc3ccccc3)CC2)nc1 the results were HT1080NT lethal 1%, IL-1B inflam inh 5, HT1080 IDH1KD tx 6%, SW480 rerep -7%, KB-3-1 cytotox 4%, KB-V1 MDR tox 14%, MCF10A rereplic inconclusive, WRN inhibitor 1% and ATXN2 expr inh -17%.
Screening Cc1ccc(C2NC(=O)c3ccccc3O2)cc1 (centres undefined) returned HT1080NT lethal 7%, IL-1B inflam inh -1, HT1080 IDH1KD tx 5%, SW480 rerep -8%, KB-3-1 cytotox 5%, KB-V1 MDR tox -4%, MCF10A rereplic 14% and WRN inhibitor 5%.
O=C(N/N=C/c1ccccn1)c1ccncc1 was read as HT1080NT lethal -2%, IL-1B inflam inh -2, HT1080 IDH1KD tx -7%, SW480 rerep -2%, KB-3-1 cytotox -5%, KB-V1 MDR tox 1%, MCF10A rereplic -4% and WRN inhibitor 1%.
Screening Cc1cccc(C=Nc2ccc3c(c2)oc2ccccc23)c1O returned HT1080NT lethal 13%, IL-1B inflam inh -4, HT1080 IDH1KD tx 13%, SW480 rerep -6%, KB-3-1 cytotox 21%, KB-V1 MDR tox 13%, MCF10A rereplic -1%, WRN inhibitor -6% and ATXN2 expr inh 0%.
Screening CN1CCN(Cc2nc(Cc3cccc(F)c3)no2)CC1c1ccccc1 (centres undefined) returned HT1080NT lethal 1%, IL-1B inflam inh -6, HT1080 IDH1KD tx 11%, SW480 rerep -2%, KB-3-1 cytotox -2%, KB-V1 MDR tox inconclusive, MCF10A rereplic -11%, WRN inhibitor 8% and ATXN2 expr inh -2%.
CCn1c(=O)[nH]c2ccccc2c1=O was read as HT1080NT lethal -4%, IL-1B inflam inh 18, HT1080 IDH1KD tx -2%, SW480 rerep 5%, KB-3-1 cytotox -11%, KB-V1 MDR tox inconclusive, MCF10A rereplic -3%, WRN inhibitor 2% and ATXN2 expr inh -8%.
`COc1ccc(-c2[nH]c3ccccc3c2SCCNC(=O)c2ccccc2)cc1` gave HT1080NT lethal inconclusive, IL-1B inflam inh -1, HT1080 IDH1KD tx inconclusive, SW480 rerep 13%, KB-3-1 cytotox 21µM*, KB-V1 MDR tox 2%, MCF10A rereplic 17%, WRN inhibitor -12% and ATXN2 expr inh inconclusive.
`CC1(C)Cc2c(sc(NC(=O)c3ccc4c(c3)OCCO4)c2C(N)=O)C(C)(C)N1` gave HT1080NT lethal inconclusive, IL-1B inflam inh -67*, HT1080 IDH1KD tx inconclusive, SW480 rerep 20%, KB-3-1 cytotox -3%, KB-V1 MDR tox 6%, MCF10A rereplic 1%, WRN inhibitor 13% and ATXN2 expr inh -24%.
`O=S(=O)(c1cccs1)N1CCN(CCc2ccccc2)CC1` gave HT1080NT lethal -16%, IL-1B inflam inh 1, HT1080 IDH1KD tx -3%, SW480 rerep 2%, KB-3-1 cytotox -2%, KB-V1 MDR tox -22%, MCF10A rereplic -1%, WRN inhibitor -29% and ATXN2 expr inh -10%.
CC(C)NC(=O)C(OC(=O)c1ccccc1)C(OC(=O)c1ccccc1)C(=O)O (centres undefined) was read as HT1080NT lethal 7%, IL-1B inflam inh 4, HT1080 IDH1KD tx 17%, SW480 rerep -5%, KB-3-1 cytotox 12%, KB-V1 MDR tox -7%, MCF10A rereplic -10%, WRN inhibitor 7% and ATXN2 expr inh -8%.
For CS/C(=N\S(=O)(=O)c1cccs1)Nc1ccc(F)c(Cl)c1 the results were HT1080NT lethal -3%, IL-1B inflam inh 11, HT1080 IDH1KD tx -5%, SW480 rerep 17%, KB-3-1 cytotox -13%, KB-V1 MDR tox 0%, MCF10A rereplic 11%, WRN inhibitor -22% and ATXN2 expr inh -9%.
Screening CCNC(=O)COC(=O)c1ccc(-n2nc(C)cc2C)cc1 returned HT1080NT lethal 13%, IL-1B inflam inh 0, HT1080 IDH1KD tx 8%, SW480 rerep 3%, KB-3-1 cytotox 15%, KB-V1 MDR tox 2%, MCF10A rereplic -2%, WRN inhibitor -4% and ATXN2 expr inh -1%.
For CC(C)c1ccc(N2C(=O)C(Cl)=C(N3CCOCC3)C2=O)cc1 the results were HT1080NT lethal 22%, IL-1B inflam inh 20, HT1080 IDH1KD tx 1%, SW480 rerep -2%, KB-3-1 cytotox 9%, KB-V1 MDR tox -8%, MCF10A rereplic -5%, WRN inhibitor 8% and ATXN2 expr inh -10%.
Screening Cc1ccsc1C(=O)OCc1nnc(-c2ccccc2)o1 returned HT1080NT lethal 5%, IL-1B inflam inh 6, HT1080 IDH1KD tx 13%, SW480 rerep 1%, KB-3-1 cytotox 20%, KB-V1 MDR tox -5%, MCF10A rereplic 1%, WRN inhibitor -36% and ATXN2 expr inh 58%[activator].
CC1(C)CC(CCC(=O)NC(=S)Nc2ccccc2Cl)C(=O)O1 (centres undefined) was read as HT1080NT lethal 0%, IL-1B inflam inh 0, HT1080 IDH1KD tx 5%, SW480 rerep -151%[inhibitor], KB-3-1 cytotox -1%, KB-V1 MDR tox 6%, MCF10A rereplic -1% and WRN inhibitor -1%.
Screening CC(CN1CCN(C)CC1)OC(=O)c1ccccc1Cl (centres undefined) returned HT1080NT lethal 15%, IL-1B inflam inh 0, HT1080 IDH1KD tx 6%, SW480 rerep -9%, KB-3-1 cytotox 5%, KB-V1 MDR tox 14%, MCF10A rereplic -2%, WRN inhibitor 5% and ATXN2 expr inh -9%.
Screening COc1ccc(OCCC(=O)NCc2ccccc2)cc1 returned HT1080NT lethal 6%, IL-1B inflam inh -10, HT1080 IDH1KD tx 8%, SW480 rerep 0%, KB-3-1 cytotox 2%, KB-V1 MDR tox 18%, MCF10A rereplic 0%, WRN inhibitor -5% and ATXN2 expr inh 3%.

Outcome played no part in choosing rows; 12% or so of the library scored in one or more.
